HepG2 tox: counter-screen for TGF-b inhibitors: cytotoxicity in HepG2 cells. AID 588856. hit rate 0.76% among 410,000. Potency, µM (titrated, usually from 46.1 µM), for the others: at the top dose activity change, negative = cytotoxicity, hits mostly cytotoxic. HepG2 CAGA-GFP viability, ATP luminescence, 18 h; also: potency is read from the fitted curve at half-maximal effect; some results filed as inactive show a strong effect at the top dose
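HepG2 CAGA-GFP cells (1000/well, DMEM with 1% FBS) received compound, then TGF-beta at 500 pg/mL final, and were incubated 18 hours at 37 degrees C. Viability was read by CellTiter-Glo luminescence. Media-only wells were set as complete cell-killing and DMSO as no toxicity.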
A549 viability: kills or reduces viability of A549 cells in Nrf2 counter-screen | A549 ARE-Fluc cells, CellTiter-Fluor viability, 18-24 h | Potency, µM (doses to about 46 µM), for the others: at the highest dose activity change, negative = cytotoxicity, usual class: inhibitors | hit rate 0.16% among 390,000 | AID 504648; also: potency is read from the fitted curve at half-maximal effect; % is scaled to controls: 0 for no effect and ±100 for the full control effect
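A549 ARE-Fluc cells in 5% FBS OPTI-MEM, 5000 cells/well, rested 2 h then exposed to compounds in concentration-response for 18-24 h at 37 °C. Viability by CellTiter-Fluor fluorescence (Ex 405/Em 525) after 30 min; luciferase luminescence (BugLite, 15 min, RT) read afterwards.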
TGFb SMAD3 inh: blocks TGF-b signaling. HepG2 CAGA-GFP TGF-b/SMAD3 reporter, GFP fluorescence, 18 h; TGF-beta stimulated, 500 pg/mL final. Potency, µM (top dose mostly 46.1 µM), inactives show at the top dose activity, negative = inhibition, usual class: inhibitors. hit rate 1.2% among 410,000. AID 588855; also: potency is read from the fitted curve at half-maximal effect; % is scaled to controls: 0 for no effect and ±100 for the full control effect; nearly all actives have a fitted effect of over 65% in size
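Read-out: total well GFP (ex488/em500-530) summed from mean per-cell fluorescence. Cells: HEPG2 CAGA-GFP, 1% FBS DMEM, 18 h at 37 degrees C with 500 pg/mL final TGF-beta. Unstimulated wells served as the full-inhibition control; stimulated DMSO wells = 0%.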
ATXN2 expr inh: inhibitors of ATXN2 expression; HEK-293 ATXN2-luciferase reporter, luminescence, 24 h; hit rate 0.72% among 360,000; AID 1745845; Potency, µM (top dose mostly 57 µM), without a hit: top-dose activity change, negative = inhibition, usual class: inhibitors; also: potency is read from the fitted curve at half-maximal effect; % is scaled to controls: 0 for no effect and ±100 for the full control effect; nearly all actives have a fitted effect of over 55% in size
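ATXN2-luciferase reporter cells (luciferase flanked by upstream and downstream ATXN2 gene portions) were treated 24 h at 37 °C with compounds at up to 57 uM. SteadyGlo luminescence gave expression; GF-AFC fluorescence gave viability.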
Nrf2 activator: activators of Nrf2 (ARE) signaling | AID 624171 | AREc32 ARE-luciferase reporter (MCF7-derived line), luminescence, 24 h | Potency, µM (top dose mostly 46.1 µM), for the others: at the top dose activation, usual class: activators | hit rate 0.31% among 410,000; also: potency is read from the fitted curve at half-maximal effect; % of control where 0% means no effect; nearly all actives have a fitted effect of over 65% in size
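AREc32_Fluc, 1000 cells/well, OPTI-MEM + 5% FBS, o/n 37 deg C 5% CO2; 23 nL cpd by pin tool, 24 hr; Steady-Glo 30 min RT, luminescence.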
IL-2 act: IL-2 activation | IL-2 activation reporter assay, cell-based qHTS; stimulated with anti-CD3/CD4/CD28 beads; in transgenic mouse T cells | activation, % (series mostly up to about 46 µM) | hit rate 0.065% among 360,000 | AID 652025; in the data active = activation above about 50%; inconclusive = mostly about 30% to 49%; also: 0% is about no effect
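Readout is EGFP and DsRed signal by fluorescent plate cytometry after 18 h at 37 degrees C. Transgenic mouse T cells (750/well) received compound for 60 min before bead stimulation (anti-CD3, anti-CD4, anti-CD28); memory T cells served as non-tolerant control.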
ATXN viability: viability counter-screen for ATXN expression inhibitors. S2 cells (HEK-293 line with an ATXN2-luciferase reporter) viability, CellTiter-Fluor protease fluorescence, 24 h. Potency, µM (doses to about 56.7 µM), actives largely listed as cytotoxic. hit rate 0.49% among 400,000. AID 651635; also: potency is read from the fitted curve at half-maximal effect; nearly all actives have a fitted effect of over 40% in size
EPAC2 ag: activates human EPAC2 exchange factor. Potency, µM (doses to about 154 µM), for the others: at the highest dose activation, most hits filed as activators. hit rate 0.079% among 360,000. EPAC2 activation, biochemical qHTS; response scale: 100% = 6.5 mM cAMP response. AID 720711; also: potency is read from the fitted curve at half-maximal effect; nearly all actives have a fitted effect of over 50% in size
Target sequence (Q8WZA2 whole entry, looked up): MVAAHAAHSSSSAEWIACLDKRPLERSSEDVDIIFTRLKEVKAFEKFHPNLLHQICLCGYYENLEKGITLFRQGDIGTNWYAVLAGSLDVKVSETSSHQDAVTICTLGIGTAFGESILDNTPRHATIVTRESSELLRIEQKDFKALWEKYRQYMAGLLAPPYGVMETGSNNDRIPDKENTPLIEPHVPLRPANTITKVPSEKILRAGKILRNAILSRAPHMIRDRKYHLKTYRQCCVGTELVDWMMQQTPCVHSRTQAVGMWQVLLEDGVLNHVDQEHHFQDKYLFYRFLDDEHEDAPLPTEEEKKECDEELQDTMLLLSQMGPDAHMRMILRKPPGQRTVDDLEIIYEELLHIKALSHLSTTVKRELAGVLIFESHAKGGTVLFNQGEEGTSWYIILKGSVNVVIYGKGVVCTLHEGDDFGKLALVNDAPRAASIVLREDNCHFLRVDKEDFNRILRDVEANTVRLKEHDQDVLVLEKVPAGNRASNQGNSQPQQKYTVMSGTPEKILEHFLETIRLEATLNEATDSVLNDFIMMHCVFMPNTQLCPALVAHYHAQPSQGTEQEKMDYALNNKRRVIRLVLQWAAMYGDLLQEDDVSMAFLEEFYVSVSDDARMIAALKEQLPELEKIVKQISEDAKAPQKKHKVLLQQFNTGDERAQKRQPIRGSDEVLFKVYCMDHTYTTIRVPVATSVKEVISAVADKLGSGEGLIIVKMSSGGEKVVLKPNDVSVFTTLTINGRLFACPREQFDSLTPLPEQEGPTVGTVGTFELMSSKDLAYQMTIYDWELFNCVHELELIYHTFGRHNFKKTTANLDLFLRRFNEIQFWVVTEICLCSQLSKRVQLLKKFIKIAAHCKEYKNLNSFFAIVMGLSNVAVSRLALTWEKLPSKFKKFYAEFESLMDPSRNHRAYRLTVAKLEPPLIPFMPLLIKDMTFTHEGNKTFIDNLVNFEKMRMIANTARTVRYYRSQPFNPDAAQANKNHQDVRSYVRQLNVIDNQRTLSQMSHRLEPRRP
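Fluorescence exchange assay: 100 nM EPAC2 with 250 nM RAP1B-BODIPY-GDP and 50 uM GDP; compounds tested as a concentration-titration series (qHTS). Loss of Rap1-bound BODIPY-GDP fluorescence read at 480/540 nm; data normalized to 6.5 mM cAMP.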
Nrf2 block: inhibitors of Nrf2 signaling. A549 ARE-Fluc reporter, luciferase luminescence, 18-24 h. hit rate 2.1% among 360,000. Potency, µM (series often up to 46 µM), without a hit: top-dose activity change, negative = inhibition, actives largely listed as inhibitors. AID 504444; also: potency is read from the fitted curve at half-maximal effect; % is scaled to controls: 0 for no effect and ±100 for the full control effect; nearly all actives have a fitted effect of over 60% in size
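Two sequential reads on A549 ARE_Fluc cells exposed to compound for 18-24 h: a CellTiter-Fluor fluorescence read for viability, then a luciferase luminescence read for Nrf2/ARE activity.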
* hit, by the source's call; i = inactive; ? = inconclusive; . = no result given; & = joins results of further samples; [ ] = dose if it differs, or a comment. Unless noted, calls follow the shape of the dose curve; as a rule, active = well fitted curve in the direction sought with a large enough effect; inconclusive = small, poorly fitted or top-dose-only effect, or another doubt; inactive = no such curve, though single readings can be large; an effect the other way counts as inactive or inconclusive.

SMILES | HepG2 tox | A549 viability | TGFb SMAD3 inh | ATXN2 expr inh | Nrf2 activator | IL-2 act | ATXN viability | EPAC2 ag | Nrf2 block
CCOC(=O)C1CCCN(CC(=O)Nc2ccc(C(=O)Nc3ccccc3OC)cc2)C1 (stereo not given) | 1% | -1% | 1% | -12% | 0.0% | -3.6 | i | 15% | ?
CCOc1ccccc1NC(=O)CCc1nnc2ccc(NCc3ccco3)nn12 | -4% | 0% | 0% | 8% | ? | -3.2 | i | 1% | 10%
COc1ccc(/C=N/NC(=O)c2sc3nc(C)cc(C)c3c2N)cc1 | 0% | 3% | 1% | -1% | -1.3% | -0.8 | i | 8% | 1%
O=C(NCCOc1ccccc1F)C1CCC(=O)N(CCc2cccc(F)c2)C1 (stereo not given) | -15% | 1% | -4% | 0% | -0.1% | -2.9 | i | 9% | -5%
COCCCNC(=O)c1ccccc1-c1cc(C)no1 | 13% | 2% | -1% | -13% | 0.0% | 1.3 | ? | 6% | 6%
OC(CNC1CCCC1)COc1ccc(Cl)cc1 (stereo not given) | 0% | 1% | -16% | 14% | -2.8%[9.22 µM] | 0.9 | i | 3% | -7%
Cc1cc(C)n(-c2nc3c(c(=O)[nH]c(=O)n3C)n2Cc2cccc(Br)c2)n1 | -2% | 5% | 13% | 6% | 2.2% | 0.3 | i | 2% | -3%
CC(C(=O)O)N1c2cccc3cccc(c23)S1(=O)=O (stereo not given) | -25% | 9% | -2% | 1% | -0.3%[9.22 µM] | -1.4 | i | -1% | -5%
COCCN1C(=O)C(CC(=O)Nc2ccc(C(C)=O)cc2)SC1=Nc1ccccc1 (stereo not given) | 9%&11% | -2%&-6% | -3%&-3% | -2%&-12% | 5.9%&0.5% | 0.6&-0.8 | i | -1%&-5% | -6%&-12%
Cc1ccc(-c2nn(CC(=O)NC3CCCCC3)c3c2cnc2ccccc23)cc1 | 8% | -1% | -21% | 9% | 0.7% | . | i | . | -23%
Cc1cc(CNC(=S)Nc2ccc(Br)cc2Cl)nn1C | -14% | 10% | -22% | -17% | 2.2% | 1.1 | i | 6% | -19%
CCOC(=O)c1cnc2ccccc2c1Nc1cc(C(=O)O)ccc1C | -9% | -7% | -19% | -29% | 0.2% | 1.3 | i | 4% | 3%
CCSc1ccccc1C(=O)Nc1ccc2c(c1)OCO2 | -10% | 0% | 4% | -18% | 5.1% | 1.6 | ? | 3% | ?
COc1cccc(C(=O)Nc2ncc3c(n2)CC(c2ccc(OC)cc2OC)CC3=O)c1 (stereo not given) | -2% | ? | ? | -1% | 0.0% | -1.4 | ? | 7% | .
Clc1ccc2[nH]c(-c3ccccc3)cc2c1 | -18% | -7% | -11% | 49%[activator] | 9.8% | -0.3 | i | 21% | .
Cc1cc(Nc2ccccc2)n(C(=O)c2ccc(N)cc2)n1 | -1% | 9% | 0% | 4% | -0.2% | -3.4 | i | 14% | .
CCCNC(=O)Nc1nc2ccccc2s1 | -7% | -15% | -14% | 43%[activator] | -0.2% | -1.7 | i | 1% | 7%
CS(=O)(=O)N(CC(=O)Nc1ccccc1Sc1ccccc1)C1CCCCC1 | -18% | -10% | ? | -13% | 4.2% | -3.7 | i | 19% | -24%
O=C(CN1C(=O)C2CC=C(Cl)CC2C1=O)NCc1ccccc1 (stereo not given) | -6% | 13% | ? | 3% | -0.1% | 1.3 | i | 5% | .
Cc1cccc(-c2ccc3c(c2)C2CC3CCN2C)c1 (stereo not given) | -30% | -15% | -15% | -10% | 3.3% | -0.3 | i | 14% | 1%
Cc1cc(NC(=O)CSc2ccc(-c3ccc(Br)cc3)nn2)no1 | -11% | -1% | -12% | 33%[activator] | -0.6% | 0.2 | i | -2% | 7%
Cc1ccc(C(=O)NCC(=O)N(C)Cc2cccc(F)c2)s1 | 28% | 4% | 5% | -5% | 2.6% | 1.3 | i | 17% | -6%
CC(NC(=O)c1cnccn1)c1ccc(S(N)(=O)=O)cc1 (stereo not given) | 0% | -1% | 0% | 7% | -1.2% | -2.5 | i | 0% | 5%
CN1C(=O)C2(C(C#N)=C(N)Oc3c2oc(CO)cc3=O)c2ccccc21 (stereo not given) | 15% | -2% | -5% | 1% | -0.1% | 2.2 | i | 7% | 2%
O=c1c2ccccc2nc2n1C(CSc1ccc(Br)cc1)CN2 (stereo not given) | -3% | 2% | ? | -12% | 0.1% | -0.4 | i | 9% | .
N#CC(=C=[N-])c1nc2ccccc2nc1-[n+]1cccc(NC(=O)c2ccccc2)c1 | 7% | -4% | -2% | . | -0.7% | -0.3 | i | -1% | -9%
CCCCc1nnc(NC(=O)Cn2cnc3ccccc3c2=O)s1 | 26% | 2% | 3% | 5% | -0.4% | 0.3 | i | 1% | -4%
COc1ccc(N(C)S(=O)(=O)c2cccc(C(=O)Nc3nc(C)c(C(C)=O)s3)c2)cc1 | -26% | 2% | 2% | 1% | -0.2% | -0.8 | i | 14% | -23%
C(=C\c1nnc2c3ccccc3ncn12)/c1ccccc1 | -13% | 8% | -18% | 1% | 7.9% | -1.8 | i | -2% | ?
CCCc1cc(=O)oc2cc(OCc3ccc(OC)cc3)c(Cl)cc12 | -2% | 3% | -5% | -19% | -1.1% | -0.5 | i | 0% | ?
O=C1NC(NS(=O)(=O)c2ccccc2)(C(F)(F)F)C(=O)N1c1cccc(Cl)c1 (stereo not given) | -22% | 1% | 1% | -3% | 0.0% | 0.1 | i | 11% | 5%
CCN(c1ccccc1)C1(O)C(=O)c2ccccc2C1=O | 11% | -5% | 12% | 1% | -0.8% | 0.4 | i | 7% | 0%
CC(=O)CCS(=O)(=O)c1ccc(NC(C)=O)cc1 | -45% | 0%[1.84 µM] | ? | 40%[activator] | 12% | -3.3 | ? | -1% | -29%
CCC(NC(=O)CN1CCN(C(=O)c2cccs2)CC1)c1ccc(C)cc1 (stereo not given) | 6% | -4% | 5% | -1% | -0.7% | 0.1 | i | 3% | -19%
COc1cc(OC)c(N(C)S(=O)(=O)c2cccc(C(=O)OCC(=O)c3c[nH]c4ccccc34)c2)cc1Cl | -26% | -11% | -28% | -24% | 3.7% | -0.6 | ? | 9% | -19%
Cc1cc(C)nc(NC(N)=S)n1 | 3% | -4% | 5% | 3% | -0.1% | -1.0 | i | 1% | 6%
Cc1cc(C)c(S(=O)(=O)Nc2ccc(-c3cn4ccccc4n3)cc2)c(C)c1 | -8% | -22% | -7% | 2% | 0.9% | -2.3 | ? | 12% | .
C=C(C)CNC(=O)CCc1nnc(Cc2cccc(C(F)(F)F)c2)o1 | -1% | -1% | 11% | 39%[activator] | 4.2% | -2.5 | i | -2% | ?
COc1cccc(C(C)(O)c2nc(-c3cccc(C(F)(F)F)c3)cs2)c1 (stereo not given) | -82% | . | ? | -17% | -0.8% | -0.9 | i | -6% | .
Cn1cnnc1SCC(=O)Nc1ccc2nc(SCc3ccccc3F)sc2c1 | -13% | 24% | 23% | 63%[activator] | 0.2% | 1.2 | i | 12% | ?

Another view of four compounds above:
SMILES	HepG2 tox	A549 viability	TGFb SMAD3 inh	ATXN2 expr inh	Nrf2 activator	IL-2 act	ATXN viability	EPAC2 ag	Nrf2 block
Clc1ccc2[nH]c(-c3ccccc3)cc2c1	-18%	-7%	-11%	49%[activator]	9.8%	-0.3	i	21%	.
Cc1cc(Nc2ccccc2)n(C(=O)c2ccc(N)cc2)n1	-1%	9%	0%	4%	-0.2%	-3.4	i	14%	.
CCCNC(=O)Nc1nc2ccccc2s1	-7%	-15%	-14%	43%[activator]	-0.2%	-1.7	i	1%	7%
CS(=O)(=O)N(CC(=O)Nc1ccccc1Sc1ccccc1)C1CCCCC1	-18%	-10%	?	-13%	4.2%	-3.7	i	19%	-24%

Later entries:
SMILES | HepG2 tox | A549 viability | TGFb SMAD3 inh | ATXN2 expr inh | Nrf2 activator | IL-2 act | ATXN viability | EPAC2 ag | Nrf2 block
COc1ccc(C/C(N)=N/OC(=O)C(c2ccccc2)c2ccccc2)cc1OC | -32% | -7% | -1% | -15% | 11% | -1.9 | i | 11% | 23µM*
CC12CCC(=O)N1C(C(=O)Nc1ccc(S(=O)(=O)N3CCCCC3)cc1)CS2 (stereo not given) | -1% | -10% | -19% | 0% | -0.5% | -2.3 | i | -1% | -15%
CC(=O)Nc1ccc(S(=O)(=O)N(C)CC(=O)NC2CCCC(C)C2C)cc1 (stereo not given) | -4% | 1% | 1% | -18% | -0.5% | -2.4 | i | -1% | 3%
CCOC(=O)/C=C/C(=O)N1CCN(C(=O)/C=C/C(=O)OCC)CC1 | -14% | -1% | -28% | 37% | ? | 3.6 | i | -2% | 10%
CC(C)(C)c1ccc(C(=O)N2CCCCCC2=O)cc1 | -20% | -8% | 13% | 6.3µM* | -1.7% | -1.7 | i | 1% | 9.2µM*
Cc1nc2ccc(NC(=O)N3CCSCC3)cc2nc1C | -1% | 1% | -1% | 4% | -0.8% | 0.4 | i | 4% | 5%
O=C(O)c1ccc(Cl)c(NC(=O)C2CCCN2S(=O)(=O)c2cccc3nsnc23)c1 (stereo not given) | -12% | -9% | -3% | -3% | 0.1% | -0.8 | i | 10% | ?
COc1ccccc1C(CCNCc1ccc(N(C)C)cc1)c1ccc(OC(C)C)cc1 (stereo not given) | -113% | -16% | ? | . | -3.7% | -0.7 | 32µM* | 5% | -21%
CC1(c2ccccc2Cl)NC(=O)N(CC(=O)NCc2ccc3c(c2)OCO3)C1=O (stereo not given) | -19% | 5% | 0% | 0% | 0.1% | -0.3 | i | 10% | -4%

Screening results (PubChem BioAssay)
